D1 PAM = enhances dopamine response at the human D1 receptor; HEK293 TREx D1 cells, calcium flux, dopamine EC20 potentiation; P21728; AID 504651; potentiation, % at 10 µM; 360,000 tested, 0.036% active; in the data active means potentiation above about 30%; further: 0% is about no effect
Target sequence (P21728 whole entry, looked up): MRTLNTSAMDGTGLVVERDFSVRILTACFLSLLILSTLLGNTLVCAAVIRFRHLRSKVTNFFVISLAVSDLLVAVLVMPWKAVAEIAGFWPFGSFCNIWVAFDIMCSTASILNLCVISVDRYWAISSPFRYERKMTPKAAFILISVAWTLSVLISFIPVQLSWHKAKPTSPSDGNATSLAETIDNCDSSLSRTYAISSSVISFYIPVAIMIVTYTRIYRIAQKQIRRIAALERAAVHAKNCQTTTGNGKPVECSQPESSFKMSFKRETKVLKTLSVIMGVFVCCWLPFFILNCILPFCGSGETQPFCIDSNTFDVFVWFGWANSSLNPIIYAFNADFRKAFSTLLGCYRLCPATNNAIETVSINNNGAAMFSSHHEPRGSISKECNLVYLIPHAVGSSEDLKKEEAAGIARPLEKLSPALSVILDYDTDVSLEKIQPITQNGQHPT
D2 potentiator = positively modulates the human D2 dopamine receptor allosterically; 340,000 tested, 0.34% active; HEK293 T-REx D2, calcium flux, EC20 dopamine potentiation; potentiation, % at 10 µM;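 active means potentiation over 3 SD above the plate norm, cut at about 30% in these data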; further: 0% is about no effect
Target sequence (P14416 whole entry, looked up): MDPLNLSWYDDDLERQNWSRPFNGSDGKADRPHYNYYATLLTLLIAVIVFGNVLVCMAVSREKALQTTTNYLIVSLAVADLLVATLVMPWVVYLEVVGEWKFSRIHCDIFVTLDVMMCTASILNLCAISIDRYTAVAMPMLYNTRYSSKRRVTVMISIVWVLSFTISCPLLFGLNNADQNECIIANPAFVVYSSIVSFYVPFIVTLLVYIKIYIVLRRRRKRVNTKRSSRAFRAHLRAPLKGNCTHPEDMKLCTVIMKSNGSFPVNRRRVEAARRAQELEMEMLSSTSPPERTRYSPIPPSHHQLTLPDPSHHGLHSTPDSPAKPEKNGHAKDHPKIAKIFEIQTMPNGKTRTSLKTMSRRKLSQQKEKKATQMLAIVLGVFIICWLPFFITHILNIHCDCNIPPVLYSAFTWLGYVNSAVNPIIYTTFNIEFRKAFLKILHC
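Cells plated with tetracycline inducer and held overnight at 30 C; calcium dye loaded 30–90 min at room temperature; baseline taken, compound added and read 180 s; EC20 dopamine then added and read 180 s.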
RXFP1 agonist = RXFP1 (human) receptor agonism | Q9HBX9 | HEK293T-RXFP1 cAMP TR-FRET, 30 min; response scale: percent of porcine relaxin response, buffer zero | Potency, µM (top dose mostly 57.5 µM), without a hit: at the highest dose activation, actives largely listed as activators | 370,000 tested, 0.3% active; further: potency means the concentration at half of the fitted maximal effect; on the % scale 0 is the no-effect control and ±100 the full control effect; nearly all actives have a fitted effect of over 60% in size; many of its hits are not listed in these tables
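HEK293T cells stably expressing RXFP1 were pretreated with the PDE4 inhibitor Ro 20174, exposed to compounds for 30 min at 37C, lysed, and cAMP was read by TR-FRET. Data normalized to buffer (basal) and 29 nM porcine relaxin (100%).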
RXFP1 antag = RXFP1 (human) relaxin receptor antagonism | HEK293-RXFP1, relaxin-stimulated cAMP HTRF, 30 min; active compounds read low | activity change, negative = inhibition, % at 57.5 µM | AID 1259400 | 350,000 tested, 0.59% active | Q9HBX9;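 active means activity change of -60% or lower, but not beyond a set lower limit; inconclusive means change between -60% and -40%, or beyond the set limit; inactive means change above -40%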; further: on the % scale 0 is the no-effect control and ±100 the full control effect
Anesthetic bind = binds horse apoferritin like a general anesthetic; P02791; 350,000 tested, 0.074% active; Potency, µM (doses to about 77.5 µM), inactives show top-dose activity change, negative = displacement, usual class: inhibitors; apoferritin/1-aminoanthracene competitive binding, fluorescence; further: potency means the concentration at half of the fitted maximal effect; on the % scale 0 is the no-effect control and ±100 the full control effect; nearly all actives have a fitted effect of over 20% in size
Target sequence (P02791 2-175 limits assumed): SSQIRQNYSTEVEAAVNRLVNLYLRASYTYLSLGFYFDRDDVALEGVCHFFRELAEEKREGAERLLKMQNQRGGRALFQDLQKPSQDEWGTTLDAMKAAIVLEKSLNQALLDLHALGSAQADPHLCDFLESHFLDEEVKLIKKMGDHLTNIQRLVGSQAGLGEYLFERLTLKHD
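Apoferritin-based anesthetic binding model; compound displacement of fluorescent 1-AMA measured as endpoint fluorescence after 10 minutes at room temperature, scaled to free-ligand and complex controls.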
D1 antag = blocks dopamine activation of the human D1 receptor. 360,000 tested, 3.2% active. HEK293 TREx D1 cells, calcium flux, dopamine EC80; active compounds read low. activity change, negative = inhibition, % at 10 µM; in the data active means activity change below about -30%; further: on the % scale 0 is the no-effect control and ±100 the full control effect
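Allosteric or orthosteric antagonism assessed as attenuation of the calcium response to EC80 dopamine, added 180 s after compound, in induced HEK293 Trex D1 cells loaded with no-wash calcium dye.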
TRHR agonist = agonists of human TRH receptor. P34981. TRHR cells, calcium flux fluo-8, FDSS agonist mode. activation, % at 2 µM. 360,000 tested, 0.18% active. AID 493084; in the data active means activation above about 30%; further: 0% is about no effect
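Fluo-8-loaded TRHR cells; 10 s baseline, compound added, kinetic Ca2+ fluorescence read 1/s, agonist mode.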
D1 ag = activates the human D1 dopamine receptor; P21728; activation, % at 2 µM; AID 504660; HEK293 T-REx D1 cells, calcium flux, agonist mode; 360,000 tested, 1% active; in the data active means activation above about 30%; further: 0% is about no effect
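Tetracycline-induced HEK293 TREx D1 cells, force-coupled to calcium signalling, were dye-loaded with a no-wash calcium kit. Compound was pin-added after a 10 s baseline. Fluorescence was read kinetically at 1 cycle/s for 180 s, with calcium rises flagged as agonism.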
TRHR enhancer = allosterically enhances the human TRH receptor | AID 493056 | enhancement, % at 2 µM | 360,000 tested, 0.66% active | TRHR cells, fluo-8 calcium fluorescence, EC20 TRH enhancement; in the data active means enhancement above about 30%; further: 0% is about no effect
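TRHR-expressing cells loaded with fluo-8 calcium dye were read kinetically (ex 480/em 530) during compound addition, then stimulated with an EC20 of TRH (10 nM final). Enhancement of the Gq-mediated intracellular calcium response was scored.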
* hit, by the source's call; ? = inconclusive; · = not tested or not shown; & = joins results of further samples; ! = a repeat was not active; [ ] = remark or other dose. Unless noted, the call rests on the fitted dose curve; in most records, active means well fitted curve in the direction sought with a large enough effect; inconclusive means small, poorly fitted or top-dose-only effect, or another doubt; inactive means no such curve, though single readings can be large; an effect the other way counts as inactive or inconclusive. An excerpt; the hit share may differ from the screen's.

SMILES	D1 PAM	D2 potentiator	RXFP1 agonist	RXFP1 antag	Anesthetic bind	D1 antag	TRHR agonist	D1 ag	TRHR enhancer
COc1ccc(C(=O)NNC(=S)NC(=O)c2cccnc2)cc1	-2.0	2.8	-2.9%	-26.8	-5.5%	-0.6	-0.5	1.6	-6.7
O=C(O)CCN1C(=O)S/C(=C\c2cccnc2)C1=O	2.1	6.8	-0.2%	-35.9	-0.4%	-15.2	0.8	3.3	14.4
Cc1c(C(c2ccc(O)cc2)c2c(C)n(C)n(-c3ccccc3)c2=O)c(=O)n(-c2ccccc2)n1C	-2.5	7.7	-0.2%	-20.7	-11.9%	-8.3	0.3	1.1	6.9
O=C1Nc2ccccc2N(O)N1c1ccc(Cl)c(Cl)c1	6.9	13.9	-2.8%	19.0	?	-10.4	-0.5	8.0	-2.6
Clc1ccc2oc3c(Cl)ncnc3c2c1	-6.0	3.1	5.2%	-21.9	-7.9%	-28.0	-0.3	-1.1	-5.3
Cc1ccc(CNC(=O)c2sc3nc(C)cc(C)c3c2-n2cccc2)cc1	-1.4	-6.6	3.3%	-32.3	-13.2%	-3.3	0.5	2.8	-6.6
Clc1ccc(-c2noc(-c3cccnc3NCc3ccco3)n2)cc1	0.8	-11.9	-0.9%	·	-2.0%	-3.3	0.2	-1.4	-2.8
CC(NC(=O)CN(C)CC(=O)Nc1ccc(Cl)c(C(F)(F)F)c1)c1ccccc1 (stereo not drawn)	-2.9	-5.2	0.1%	-33.8	·	-29.3	0.2	10.8	6.0
Cc1cc(C(=O)NNc2ccc(C)c(C)c2)no1	-5.2	-2.2	1.1%	-7.2	-0.9%	-6.5	0.5	2.1	0.4
NNC(=S)Nc1ccc(Cl)cc1	2.0	5.1	-2.3%	-4.3	-11.0%	0.7	0.0	2.3	15.3
NC(=NCc1ccc2c(c1)OCO2)NC(=O)c1ccccc1	-9.0	·	-1.4%	-12.5	-13.5%	-29.8	-0.2	6.7	-3.1
COc1ccc(/C=C/C(=O)NCCn2c(C)cc3ccccc32)cc1OC	6.2	·	-0.1%	10.0	-6.5%	1.1	0.1	0.9	0.4
CCN(CC)C(=O)C1CCC(CNS(=O)(=O)c2cccc3cccnc23)CC1 (stereo not drawn)	3.0	-1.3	0.3%	·	-12.3%	19.5	0.3	2.6	-1.2
CCOc1ccccc1CNC(=O)c1cnc2sc(N3CCCC3)nn2c1=O	-4.4	18.6	-3.0%	-2.8	2.5%	3.7	-0.5	1.5	1.9
CCC(=O)Nc1cccc(NC(=S)NC(=O)c2ccccc2)c1	1.9	17.7	-1.0%	-2.0	-12.5%	-9.1	0.5	2.2	-3.8
Cc1ccc(Cn2c(C)c(CNCC(C)c3ccccc3)c(C(=O)O)c2C)cc1 (stereo not drawn)	-0.9	6.8	0.8%	-4.4	-8.8%	10.6	-0.3	1.1	-4.0
CCOC(=O)c1c(C)n(-c2ccccc2)c2ccc(OC(=O)c3ccccc3Cl)cc12	-0.7	-4.8	1.4%	-2.5	-3.3%	7.4	0.3	3.7	-0.8
COc1ccc(NC(=O)CSc2ccc(-c3ccccn3)nn2)cc1OC	-3.0	1.0	1.8%	-2.8	3.0%	1.2	0.7	-0.2	0.8
CC1=CC(C)(C)N(C(=O)CSc2nnc(N)s2)c2c(C)cc(C)cc21	-9.2	1.5	4.1%	-1.6	-11.8%	-3.4	-1.8	1.0	-5.3
CCCCc1c(C)nc2ccc(Br)cc2c1SC(N)N	-2.5	4.9	8.4%	12.0	1.3%	22.5	-0.1	-0.6	8.0
CCCc1cc(=O)n2[nH]c(NCc3c(F)cccc3Cl)nc2n1	-1.2&-0.3	7.0	1.5%&-3.2%	-3.6&-5.0	3.8%&0.8%	-30.2*!	0.2&0.1	0.5&-1.4	-0.6&-3.2
CC(C)(Oc1ccc(Cl)cc1)C(=O)N1CCC(C(N)=O)CC1	-0.6	-1.5	0.5%	9.3	0.2%	7.9	0.5	9.3	2.3
Cc1ccc(Nc2nc3c(c(=O)[nH]c(=O)n3C)n2Cc2ccc(F)cc2)cc1	-5.0	0.5	-0.3%	-8.0	-8.3%	-0.9	1.8	3.4	-2.5
CCOC(=O)C1(C(F)(F)F)N=C(C(F)(F)F)Nc2ccc(F)cc21 (stereo not drawn)	-3.1	9.0	4.3%	7.3	5.2%	-4.9	-0.1	2.6	-1.2
Cc1cc(N2CCN(C(=O)c3ccco3)CC2)n2nc(-c3cccc(F)c3)cc2n1	-1.9	6.6	1.8%	-9.7	-8.3%	-9.1	-0.8	3.7	2.5
CCCc1cc(=O)[nH]c(SCC(=O)N(C)C2CCCCC2)n1	-1.9	1.4	-0.3%	3.8	·	24.0	-0.2	2.4	5.4
Clc1ccc(-c2cc(CSc3ccccc3)on2)cc1	0.6	-1.3	-1.5%	-14.8	-10.8%	8.9	-0.3	13.7	1.1
COc1cccc(N2CC(NC(=O)c3cc4ccccc4o3)CC2=O)c1 (stereo not drawn)	-3.1	5.3	-0.8%	-11.2	64.3%[activator]	·	-0.6	5.6	6.9
CC(C)c1nnc(NC(=O)CCC(=O)N2CCN(c3ccccn3)CC2)s1	-8.6	-4.1	3.2%	-0.7	-7.2%	14.3	0.1	3.0	-1.4
Cc1cc(Cl)ccc1OCC(=O)Nc1c(Cl)ccc2nsnc12	2.1	-2.3	?	·	-11.7%	-8.8	-2.4	0.2	-9.8
CCN(CCNC(=O)C1CCN(S(=O)(=O)c2cccc3cccnc23)CC1)c1ccccc1	-2.8	9.3	0.5%	·	-3.0%	-6.3	-1.7	3.3	36.6*
Cc1[nH]c(=O)[nH]c(=O)c1/C=N/NC(=O)[C@H](C)N	0.8	8.8	7.5%	-5.0	-9.7%	-3.4	1.1	4.5	-2.5
CC(CNC(=O)C(C)C)NC(=O)C(C)C (stereo not drawn)	1.6	4.4	1.0%	-3.2	3.0%	3.0	-0.1	2.7	-4.0
CCOC(=O)CNC(=S)N(Cc1ccccc1F)C1CCCCC1	-12.6	13.2	0.3%	-17.8	-14.9%	8.3	-0.8	2.1	-1.0
CC(C)CC(NC(=O)c1ccccc1)C(=O)OCC(=O)Nc1ccc(S(N)(=O)=O)cc1 (stereo not drawn)	5.3	-10.5	-1.9%	-8.6	-6.8%	-5.2	-1.0	1.1	2.1
COC(=O)c1cccc(NC(=O)c2nsc3ccccc23)c1	-2.6	·	-0.1%	-0.9	-22.1%	8.1	-2.1	21.2	6.1
Cc1ccc(N2C(=O)CC(N3CCSCC3)C2=O)c(C)c1 (stereo not drawn)	-1.4	-7.9	0.6%	-2.4	-6.7%	0.5	0.3	0.9	-3.3
O=C(C1CCN(Cc2cn[nH]c2-c2ccc(F)cc2F)CC1)N1CCOCC1	-5.0	-2.9	-2.0%	-16.7	-3.6%	1.3	0.1	1.8	-6.0
COC(=O)[C@@H]1CCCN1C(=O)CCc1nnc(CCC2CCCCC2)o1	-2.9	3.8	-1.7%	1.2	?	4.3	0.2	0.3	-11.4
Cc1ccc(S(=O)(=O)NC(C)(C)C)cc1C(=O)OCC(=O)N1CCCC1=O	-2.2	12.3	1.0%	-7.4	·	11.6	-0.1	2.2	1.6
O=C(Nc1cccc(-c2nnc(-c3ccccc3)o2)c1)c1ccco1	5.3	13.6	2.1%	·	-10.2%	-13.7	0.0	1.2	-25.5
O=c1ccc(NS(=O)(=O)c2ccccc2)cn1Cc1ccc(Cl)c(Cl)c1	-2.7	17.8	-0.2%	-2.9	-9.0%	1.6	-0.4	-1.2	4.1
Cc1cc(S(=O)(=O)NCc2ccccc2)ccc1OCC(=O)NCc1ccncc1	-2.0	1.3	-1.4%	-4.0	-8.0%	4.8	0.2	-0.1	4.6
Cn1c(=O)oc2cc(S(=O)(=O)NC(Cc3ccccc3)C(=O)NCc3ccc(F)cc3)ccc21 (stereo not drawn)	-3.0	-0.5	-0.7%	·	0.7%	-0.2	0.5	5.9	2.4
CC(C(=O)O)n1cnc2sc3c(c2c1=O)CCCC3 (stereo not drawn)	4.4	-0.4	-0.5%	5.0	-3.0%	2.6	-0.3	1.4	6.2
CC(C)NS(=O)(=O)c1ccc(NC(=O)C(C)OC(=O)CCC2CCCCC2)cc1 (stereo not drawn)	2.4	11.9	-0.1%	-26.2	·	4.9	1.0	11.6	15.1
Cc1ccc(CNC(=O)CN2C(=O)COc3ccc(S(=O)(=O)N4CCC(C)CC4)cc32)cc1	4.0	·	2.5%	-5.1	-8.9%	18.8	21.5	4.7	-5.1

Entries shown so far with fluorine, in the order listed:
SMILES	D1 PAM	D2 potentiator	RXFP1 agonist	RXFP1 antag	Anesthetic bind	D1 antag	TRHR agonist	D1 ag	TRHR enhancer
CC(NC(=O)CN(C)CC(=O)Nc1ccc(Cl)c(C(F)(F)F)c1)c1ccccc1 (stereo not drawn)	-2.9	-5.2	0.1%	-33.8	·	-29.3	0.2	10.8	6.0
CCCc1cc(=O)n2[nH]c(NCc3c(F)cccc3Cl)nc2n1	-1.2&-0.3	7.0	1.5%&-3.2%	-3.6&-5.0	3.8%&0.8%	-30.2*!	0.2&0.1	0.5&-1.4	-0.6&-3.2
Cc1ccc(Nc2nc3c(c(=O)[nH]c(=O)n3C)n2Cc2ccc(F)cc2)cc1	-5.0	0.5	-0.3%	-8.0	-8.3%	-0.9	1.8	3.4	-2.5
CCOC(=O)C1(C(F)(F)F)N=C(C(F)(F)F)Nc2ccc(F)cc21 (stereo not drawn)	-3.1	9.0	4.3%	7.3	5.2%	-4.9	-0.1	2.6	-1.2
Cc1cc(N2CCN(C(=O)c3ccco3)CC2)n2nc(-c3cccc(F)c3)cc2n1	-1.9	6.6	1.8%	-9.7	-8.3%	-9.1	-0.8	3.7	2.5
CCOC(=O)CNC(=S)N(Cc1ccccc1F)C1CCCCC1	-12.6	13.2	0.3%	-17.8	-14.9%	8.3	-0.8	2.1	-1.0
O=C(C1CCN(Cc2cn[nH]c2-c2ccc(F)cc2F)CC1)N1CCOCC1	-5.0	-2.9	-2.0%	-16.7	-3.6%	1.3	0.1	1.8	-6.0
Cn1c(=O)oc2cc(S(=O)(=O)NC(Cc3ccccc3)C(=O)NCc3ccc(F)cc3)ccc21 (stereo not drawn)	-3.0	-0.5	-0.7%	·	0.7%	-0.2	0.5	5.9	2.4

Screening results deposited in PubChem by National Center for Advancing Translational Sciences (NCATS).
